RmlCD inh 1536 = blocks M. tuberculosis RmlC and RmlD coupled enzymes; 160,000 tested, 0.03% active; inhibition, % at 3.6 µM; RmlC+RmlD coupled enzyme assay, percent inhibition; primary screen in compound mixtures; in the data active means inhibition mostly above about 34%, no sharp cut-off; inconclusive means no clear call, values can overlap the other calls; inactive means mostly below about 22%; further: some results filed as inactive read as strong as hits
Target sequence (P9WH09 whole entry, looked up): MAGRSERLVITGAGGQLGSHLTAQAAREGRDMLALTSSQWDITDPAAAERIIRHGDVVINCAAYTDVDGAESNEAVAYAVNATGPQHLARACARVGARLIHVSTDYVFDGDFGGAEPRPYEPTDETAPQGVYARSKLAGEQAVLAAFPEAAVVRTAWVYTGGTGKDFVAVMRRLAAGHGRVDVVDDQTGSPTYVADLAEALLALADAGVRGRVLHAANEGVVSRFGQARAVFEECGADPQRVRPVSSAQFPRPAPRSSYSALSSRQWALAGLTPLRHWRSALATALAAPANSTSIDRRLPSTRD
Target sequence (P9WH11 whole entry, looked up): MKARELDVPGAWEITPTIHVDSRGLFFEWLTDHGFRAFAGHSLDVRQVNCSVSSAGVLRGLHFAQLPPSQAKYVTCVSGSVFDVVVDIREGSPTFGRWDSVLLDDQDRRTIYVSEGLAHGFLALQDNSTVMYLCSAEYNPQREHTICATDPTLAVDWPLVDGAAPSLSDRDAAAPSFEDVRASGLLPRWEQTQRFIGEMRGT
GlmU inhibition = inhibition of mycobacterial GlmU enzyme – biochemical, glucosamine-1-phosphate acetyltransferase (AID 1376) | M. tuberculosis GlmU acetyltransferase enzyme assay; higher % means a stronger effect | inhibition, %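 (tested at 30 µM in the primary screen)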, or IC50 in µM where a hit was titrated | 220,000 tested, 0.25% active; in the data active means inhibition above about 13%; inconclusive means no clear call, values can overlap the other calls;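 further: 0% = complete reaction with vehicle and 100% = reaction without substrate; strong numbers were not always called active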
* hit, by the source's call; ? = inconclusive; . = not tested or not shown. An excerpt; count on the stated rates, not on these rows.

SMILES | RmlCD inh 1536 | GlmU inhibition
COC(=O)c1ccc(NS(=O)(=O)c2ccc3c(c2)oc(=O)n3C)cc1 | -11 | -3.3%
C1CNCCOCCNCCN1 | 12 | 6.0%
COc1ccc(CNC(=O)C(C#N)c2nc3ccccc3nc2N2CCCC2)cc1 (stereo not drawn) | 10 | -2.5%
COc1ccc(-n2nc(C(=O)NCC(=O)NCC3CCCO3)c3ccccc3c2=O)cc1 (stereo not drawn) | 8 | -0.2%
COc1ccc(CNC(=S)Nc2cccc(C)c2C)cc1 | 16 | -7.2%
CC(=O)/C(=N\Nc1ccc(Cl)cc1Cl)Sc1nnc(-c2ccccc2)n1-c1ccccc1 | 7 | 0.5%
COc1ccccc1C(=O)Nc1ccc(-c2nnn(CC(=O)NCc3ccco3)n2)cc1 | . | -1.8%
CC(C)(C)NC(=O)C12CC3CC(CC(Cl)(C3)C1)C2 | ? | -2.5%
CCOc1ccc(Cc2c(Cl)nc(N)nc2Cl)cc1 | -5 | -3.4%
Cc1ccccc1-c1nnn(C/C(N)=N/O)n1 | 106 | -3.5%
Cc1ccc2cc(C3CC(c4ccco4)=NN3S(C)(=O)=O)c(Cl)nc2c1 (stereo not drawn) | 2 | -2.2%
Cc1csc(NC(=O)CCS(=O)(=O)c2ccc(Br)cc2)n1 | . | 11%
COC(=O)C1=C(C)N(CCc2ccc(OC)c(OC)c2)C(=O)/C1=C\c1ccc(O)cc1 | . | -0.5%
O=C(N=Nc1c(O)[nH]c2ccccc12)c1ccc(CN2CCOCC2)cc1 | . | -4.7%
O=C(NC(=S)Nc1cccc2cccnc12)c1cccs1 | -6 | -2.5%
CC(=O)C1=C(C)NC(SCC(N)=O)=C(C#N)C1c1cccs1 (stereo not drawn) | 6 | -0.8%
COc1ccc([C@H]2[C@H]3C=CC[C@@H](C)[C@@H]3C(=O)N2Cc2ccccc2)cc1Cl | -12 | -4.5%
Cc1ccc(-n2c(Cc3cccn3C)nnc2SCC(=O)N2CCc3ccccc32)cc1 | 2 | 0.6%
CSCC[C@H](NC(=O)COc1ccc(Cl)cc1)c1nc2ccccc2[nH]1 | -3 | -2.0%
CON(C)c1nc(OCCNC(=O)OCc2ccc(Cl)cc2Cl)nc(N(C)C)n1 | . | 1.1%

The closing two entries of the section before open the next one.
SMILES | RmlCD inh 1536 | GlmU inhibition
CSCC[C@H](NC(=O)COc1ccc(Cl)cc1)c1nc2ccccc2[nH]1 | -3 | -2.0%
CON(C)c1nc(OCCNC(=O)OCc2ccc(Cl)cc2Cl)nc(N(C)C)n1 | . | 1.1%
C=CCSC1=N/C(=C\c2sccc2C)C(=O)S1 | 20 | 0.5%
CCCCNC(=O)CN(c1cccc(F)c1)S(C)(=O)=O | . | 0.5%
Cc1ccc(-n2nnnc2SCC(=O)Nc2cccnc2Cl)cc1 | . | -1.6%
Cc1c(C(=O)NCCN2CCOCC2)oc2ccc(S(=O)(=O)N3CCCCCC3)cc12 | 34 | 0.5%
COc1ccc(C(=O)Nc2cnn(Cc3c(F)cccc3Cl)c2)cc1OC | . | -4.5%
CCN(CC)c1nc(-c2ccccc2)cc(C(F)(F)F)c1C#N | -2 | -2.7%
CCOC(=O)c1[nH]c2ccccc2c1NC(=O)c1ccc2c(c1)OCO2 | 9 | -1.5%
CCc1nc(N2CCCCC2C(=O)O)c2oc3ccccc3c2n1 (stereo not drawn) | -6 | 4.5%
CCOc1ccc(-n2cc(-c3ccccc3)c3c(N4CCOCC4)ncnc32)cc1 | -12 | 1.1%
CC(C)[C@H](NC(=O)c1ccccc1Cl)C(=O)Nc1nc(-c2ccccn2)cs1 | -10 | 1.0%
CCOC(=O)C1=C(C)NC(=O)C(C(N)=O)C12CCCC2 (stereo not drawn) | -6 | 5.5%
Cc1ccc(C)c(NCc2ccccc2CO)c1 | -3 | -3.3%
Cc1ccccc1-c1nsc(SCC(=O)Nc2ccc3c(c2)OCO3)n1 | -9 | 0.1%
O=C(Oc1cccnc1)c1cccc(Cl)c1 | . | -1.1%
C1CCCN(CCCCN2CCCCCC2)CC1 | -8 | .
COCCNC(=O)C(OC(=O)c1cccs1)c1ccccc1 (stereo not drawn) | 5 | -1.6%
COC(Cc1nnc(SC)n1-c1ccc(Cl)cc1)OC | -3 | -1.9%
CC(C)(C)c1nnc(NC(=O)Cc2ccccc2[N+](=O)[O-])s1 | -12 | -1.3%
Cc1ccc(-n2c3c(c(=O)[nH]c2=S)C(C(F)(F)F)(C(F)(F)F)NC(=O)N3)cc1 | -5 | 0.1%
CCN(CC)S(=O)(=O)c1cccc(NC(=O)c2cc(-c3cccs3)nn2-c2ccccc2)c1 | 2 | 1.0%
CCCC(=O)Nc1c(-c2ccccc2)c(=O)c(C)nn1-c1ccc(Cl)cc1 | 14 | 0.1%
COc1ccccc1NC(=O)CSc1nnc(-c2ccccc2)o1 | . | 2.1%
CCO[C@H]1OC(C(=O)NC2CC2)=C[C@@H](c2ccc(Br)cc2)[C@@H]1CCCO | . | 1.2%
O=C(Nc1cccnc1)c1ccc(S(=O)(=O)c2ccc(Cl)cc2)cc1 | -8 | 0.0%
CN([C@@H](Cc1ccc(OS(=O)(=O)c2cccc3cnccc23)cc1)C(=O)N1CCN(c2ccccc2)CC1)S(=O)(=O)c1cccc2cnccc12 | . | 2.5%
COc1ccccc1N1CCN(C(=O)c2ccc(Cl)c(S(=O)(=O)NCc3ccco3)c2)CC1 | 5 | 0.9%
O=C(Cc1cccs1)N/N=C/C(Br)=C/c1ccccc1 | -7 | -3.2%
Cc1ncc(S(=O)(=O)c2ccccc2)c(-c2ccc(Cl)cc2Cl)n1 | 16 | -4.9%
O=C(CN1CCC(n2nnc3cc(C(F)(F)F)ccc32)CC1)Nc1ccc2c(c1)OCCO2 | . | 8.4%
Cc1ccc(C2CC(=O)N3CN(c4ccc(Br)cc4)CSC3=C2C#N)o1 (stereo not drawn) | 82 | 15%
N#Cc1c(-c2ccc(Br)cc2)nc2n(c1=O)CCCS2 | . | -2.5%
CCNC(=O)N(C)c1nncnc1C(=O)NC | 5 | .
O=C(CCN1C(=O)/C(=C/c2ccc3c(c2)OCO3)SC1=S)NNC(=O)c1cccnc1 | -5 | 0.8%
COc1ccc2cnn(-c3ccc(OC(F)(F)Cl)cc3)c(=O)c2c1OC | 6 | 0.8%
CC1(C)CC(=O)C2=C(C1)Nc1ncnn1C2c1cccs1 (stereo not drawn) | -1 | 2.8%
COCc1nnc(NC(=O)c2cccs2)s1 | 13 | -3.9%
CC(NC(=O)c1nn(C)c(=O)c2ccccc12)c1ccc(F)cc1 (stereo not drawn) | . | 5.1%
CCOC(=O)NC1(C(F)(F)F)NC(=O)N(c2cccc(C(F)(F)F)c2)C1=O (stereo not drawn) | -9 | 11%
N#CCCN(C1CCCCC1)S(=O)(=O)c1cccc2nsnc12 | . | 1.6%
CCOc1cc(NC(=O)c2cccs2)c(OCC)cc1NC(=O)CCC(=O)NCc1ccccn1 | . | -3.7%

Given as tab-separated lines: entries from further up
Molecule	RmlCD inh 1536	GlmU inhibition
COC(=O)c1ccc(NS(=O)(=O)c2ccc3c(c2)oc(=O)n3C)cc1	-11	-3.3%
C1CNCCOCCNCCN1	12	6.0%
COc1ccc(CNC(=O)C(C#N)c2nc3ccccc3nc2N2CCCC2)cc1 (stereo not drawn)	10	-2.5%
COc1ccc(-n2nc(C(=O)NCC(=O)NCC3CCCO3)c3ccccc3c2=O)cc1 (stereo not drawn)	8	-0.2%
COc1ccc(CNC(=S)Nc2cccc(C)c2C)cc1	16	-7.2%
CC(=O)/C(=N\Nc1ccc(Cl)cc1Cl)Sc1nnc(-c2ccccc2)n1-c1ccccc1	7	0.5%
COc1ccccc1C(=O)Nc1ccc(-c2nnn(CC(=O)NCc3ccco3)n2)cc1	.	-1.8%
CC(C)(C)NC(=O)C12CC3CC(CC(Cl)(C3)C1)C2	?	-2.5%
CCOc1ccc(Cc2c(Cl)nc(N)nc2Cl)cc1	-5	-3.4%
Cc1ccccc1-c1nnn(C/C(N)=N/O)n1	106	-3.5%
Cc1ccc2cc(C3CC(c4ccco4)=NN3S(C)(=O)=O)c(Cl)nc2c1 (stereo not drawn)	2	-2.2%
Cc1csc(NC(=O)CCS(=O)(=O)c2ccc(Br)cc2)n1	.	11%
COC(=O)C1=C(C)N(CCc2ccc(OC)c(OC)c2)C(=O)/C1=C\c1ccc(O)cc1	.	-0.5%

Going on with the list:
SMILES | RmlCD inh 1536 | GlmU inhibition
C=CCNC(=O)/C(C#N)=C/c1ccc(OS(=O)(=O)c2ccc(C)cc2)c(OC)c1 | . | 3.7%
CC1(C)CC(=O)C=C(N=CC2=C(O)CC(C)(C)CC2=O)C1 | -5 | -2.2%
CN(C)c1cccc(NC2=CC(=[N+]3CCOCC3)CC(C)(C)C2)c1 | 11 | -7.8%
CC1CCN(S(=O)(=O)c2ccc(C(=O)NCc3cccnc3)cc2)CC1 | -2 | 1.1%
C=CCNC(=O)/C(C#N)=C/c1ccccc1[N+](=O)[O-] | 5 | 4.1%
Cn1c(=O)n(C)c2cc(NC(=O)COc3ccc(Cl)cc3)ccc21 | -6 | 1.2%
Cc1cc(Cl)c(S(=O)(=O)N2CCN(c3ccccc3)CC2)cc1OCC(N)=O | . | -2.0%
O=C(c1cccc(S(=O)(=O)N2CCCC2)c1)N1CCN(c2ncccn2)CC1 | 1 | 0.2%
O=C(CN1CCCC1)Nc1ccccc1Cl | 5 | -0.3%
O=C(CSc1nc(COc2ccccc2)nc2ccccc12)NC1CCCC1 | -4 | -5.2%
CCN(CC)C(=O)c1sc2nc(-c3ccccn3)[nH]c(=O)c2c1C | . | 10%
COc1cccc(NC2=Nc3cccc4cccc2c34)c1 | -15 | -0.4%
CCOC(=O)C1(Cc2cccc(OC)c2)CCN(Cc2ccc(OC)c(O)c2)CC1 | 7 | 5.8%
CCC1=NC(c2ccccc2Cl)N(O)C1(C)C (stereo not drawn) | . | 7.7%
O=[N+]([O-])c1ccc(N2CCN(CCOCCO)CC2)c([N+](=O)[O-])c1 | 5 | 0.3%
O=c1c2ccccc2[nH]c(=S)n1-c1ccc(Br)cc1 | -10 | -2.9%
O=C(COC(=O)c1cc([N+](=O)[O-])ccc1NCc1ccccc1)NC1CCCc2ccccc21 (stereo not drawn) | 8 | -7.8%
Cc1noc(C)c1COc1ccc(C(=O)OC(C)C(=O)Nc2ccc(S(=O)(=O)N3CCOCC3)cc2)cc1 (stereo not drawn) | 8 | -4.3%
COc1cccc(C2CC(c3cccc(Br)c3)n3nc(N)nc3N2)c1 (stereo not drawn) | -6 | 4.1%
O=C(Nc1ccc(CN2CCOCC2)cc1)c1ccc(-c2ccc(Cl)cc2Cl)o1 | 11 | 2.2%
Cc1cc(Nc2ncc(Cl)cc2Cl)n[nH]1 | -3 | -3.0%
CCOc1ccc(OCC)c(NC(=O)C2CCCN(c3ncccn3)C2)c1 (stereo not drawn) | . | 1.4%
Cc1ccc(C(C(=O)NC2CCCCC2)N(C(=O)c2csnn2)C2CC2)o1 (stereo not drawn) | . | -0.5%
COCCn1nnnc1C(c1ccc2ncccc2c1)N1CCN(c2ccccc2F)CC1 (stereo not drawn) | . | 4.4%
CCOC(=O)c1c(C)cccc1OCC(N)=O | -11 | 5.5%
Cc1cc(C)n(CCC(=O)N/N=C/c2cccc([N+](=O)[O-])c2)n1 | -1 | 2.8%
O=C(C1CCCO1)N1CCN(C(=S)NC2CC2)CC1 (stereo not drawn) | . | 0.2%
CN(C)CCNC(=O)c1scc2c1CCCC2 | . | -1.0%
COc1ccc(/C=N/c2sc3c(c2C#N)CCN(Cc2ccccc2)C3)c(O)c1 | -7 | 0.3%
COc1cc(-c2nnc(SCC#CCO)o2)cc(OC)c1OC | 50 | 0.9%
C1CCC(C23CC4CC(CC(C4)C2)C3)NC1 (stereo not drawn) | . | 4.5%
CCOC(=O)Nc1cc(C)c(Cl)cc1OC | . | -2.6%
Cc1csc(NC(=O)C2CCCCN2S(=O)(=O)c2ccccc2)n1 (stereo not drawn) | -8 | -0.5%
CSc1ccc(CN(C)CC(=O)NC(C)c2ccccc2)cc1 (stereo not drawn) | 23 | -3.1%
Cc1ccc(S(=O)(=O)NCC(=O)NCC(=O)OC(C(=O)NC(N)=O)C(C)C)cc1C (stereo not drawn) | 4 | -2.4%
CN(C)Cc1c(O)ccc2oc(Cc3ccccc3)cc12 | 15 | -6.2%
COc1cc(/C=N/N=C(\N)c2nonc2N)ccc1O | 23 | -3.2%
CCCn1c(SCC(=O)Nc2ccccc2C(=O)OC)nc2c1c(=O)n(C)c(=O)n2C | . | 4.0%
CCCSc1nc(C)cc(C)c1S(C)(=O)=O | 5 | 2.7%
CCCNC(=O)C1CCN(S(=O)(=O)c2c(C)noc2/C=C\c2ccc(OC)cc2)CC1 | -13 | 1.0%
Cc1cccc(/C(N)=N/OC(=O)c2ccc3c(c2)OCO3)c1 | -11 | 2.1%
Cc1ccc(/C=C(\C#N)c2nn(-c3ccccc3)c(N)c2C#N)cc1 | -3 | 2.7%
Fc1cc(F)c(C2SCCN2C(=S)Nc2cccc(C(F)(F)F)c2)c(F)c1 (stereo not drawn) | 3 | 1.6%
Cc1cccc(-n2c(-c3csc(C(C)C)c3)n[nH]c2=S)c1 | . | 5.7%
CCOC(=O)c1c(NC(=O)c2cccs2)sc2c1CCN(C(=O)OCC)C2 | -3 | 2.7%
O=C(O)c1ccccc1C(=O)c1ccc(Br)s1 | 8 | 8.9%
O=C(Nc1ccc(N2C(=O)C3C4C=CC(C4)C3C2=O)cc1)Nc1cccnc1 (stereo not drawn) | -2 | 0.8%
COc1ccc(CN2CC(C(=O)NCCc3ccc(C)cc3)CC2=O)cc1 (stereo not drawn) | . | 0.4%
CC(=O)NC(CCS(C)(=O)=O)C(=O)Nc1nc(C)cs1 (stereo not drawn) | -3 | -3.3%
COc1ccc(/C=C/C(=O)NCc2c(C)nn(C)c2C)cc1COc1ccc(Br)cc1 | . | 1.9%
CCC1SC2=NC(C)=C(C(=O)OC)C(c3ccc(C(=O)OC)cc3)N2C1=O (stereo not drawn) | . | 0.1%

Bioassay records from PubChem.
